Source: PubChem BioAssay (several laboratories)
Abs 340nm: compound absorbs light at 340 nm. compound absorbance at 340 nm, fold over control. fold change at 10 µM. 65,000 tested, under 10 active. AID 708;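 active = at 10 µM dose, initial 340 nm absorbance at least 2 fold that of control wells; inactive = change under 2 fold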;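 note: initial absorbance extrapolated from kinetic A340 decline of NADH oxidation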
HER2 expr 66K: lowers expression of human Her2 kinase. P04626. SKBR-3 HER2 protein level, AlphaScreen, 18-24 h; stronger effect = lower value. HER2 level % of control, % at 10 µM. actives 0.69% (n = 65,000);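 active = HER2 level under 5% of the carrier-only control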;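 note: 100% = DMSO carrier and 0% = 500 nM PU-H71 HSP90 inhibitor; lower value means stronger loss of Her2 protein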
S1P3 ag: activates the human S1P3 receptor. Q99500. activation, % at 4.5 µM. actives 0.1% (n = 60,000). S1P3 NFAT-BLA reporter cells, agonism, FRET ratio; relative to 1 µM S1P, basal subtracted. AID 373;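 active = activation above the screen-wide mean plus 3 SD, cut at about 4.5% in these data, passing the limit was not always enough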; note: some compounds called inactive have numbers as strong as hits
Target sequence (Q99500 whole entry, looked up): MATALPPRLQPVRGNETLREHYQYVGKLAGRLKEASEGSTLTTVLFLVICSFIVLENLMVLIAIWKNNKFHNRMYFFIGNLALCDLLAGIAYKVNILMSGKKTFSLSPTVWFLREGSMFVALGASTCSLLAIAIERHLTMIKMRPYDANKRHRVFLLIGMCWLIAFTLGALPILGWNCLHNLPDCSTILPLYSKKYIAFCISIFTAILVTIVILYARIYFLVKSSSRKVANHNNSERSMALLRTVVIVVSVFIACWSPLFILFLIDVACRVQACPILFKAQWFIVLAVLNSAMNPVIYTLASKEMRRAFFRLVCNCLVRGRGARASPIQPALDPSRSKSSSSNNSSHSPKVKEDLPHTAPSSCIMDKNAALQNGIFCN
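material = human S1P3 NFAT-BLA reporter CHO cells | schedule = 4 h compound at 37 °C, 2 h substrate at RT | measured by = fluorescent BLA substrate, ex 405 nm, em 460/535 nm ratio | controls = 1 µM S1P reference | replication = primary once, confirmation triplicate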
S1P1 ag-PAM: agonists and agonism potentiators of human S1P1 receptor; P21453; S1P1 CRE-bla cells, forskolin, beta-lactamase FRET, potentiator mode; S1P1 agonist co-added at EC20, 2 nM; 100% = saturating reference agonist, 0% = basal; activation, % at 9.5 µM; actives 0.57% (n = 56,000); AID 449;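 active = activation above a cutoff set at the mean activation of all tested compounds plus 3 SD, cut at about 54% in these data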;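 note: forskolin at 4 µM as EC80 and the EC20 agonist is SEW2871; 100% = SEW2871 at its EC100 plus forskolin at EC80; some compounds past the cut are filed as inactive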
MMP13 inh: MMP13 (human) collagenase inhibition. actives 0.07% (n = 65,000). AID 570. MMP-13 fTHP FRET cleavage, Mca fluorescence. P45452. inhibition, % at 4 µM;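 active = inhibition above the mean of compound-free control plate wells plus 3 SD, cut at about 14% in these data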;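 note: 0% = DMSO wells and 100% = wells with reference MMP-13 inhibitor after basal subtraction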
5-HT1A blocker: 5-HT1a (human) receptor antagonism; CHO 5-HT1a Ga15 NFAT-bla reporter, antagonist mode; inhibition, % at 10 µM; actives 0.68% (n = 62,000); AID 612;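 active = inhibition above the mean of all tested compounds plus 3 SD, cut at about 43% in these data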;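 note: receptor stimulated by 5-CT agonist at 100 nM near EC80; beta-lactamase reporter measured by ratiometric fluorescence of a cleavable substrate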
Target sequence (P08908 whole entry, looked up): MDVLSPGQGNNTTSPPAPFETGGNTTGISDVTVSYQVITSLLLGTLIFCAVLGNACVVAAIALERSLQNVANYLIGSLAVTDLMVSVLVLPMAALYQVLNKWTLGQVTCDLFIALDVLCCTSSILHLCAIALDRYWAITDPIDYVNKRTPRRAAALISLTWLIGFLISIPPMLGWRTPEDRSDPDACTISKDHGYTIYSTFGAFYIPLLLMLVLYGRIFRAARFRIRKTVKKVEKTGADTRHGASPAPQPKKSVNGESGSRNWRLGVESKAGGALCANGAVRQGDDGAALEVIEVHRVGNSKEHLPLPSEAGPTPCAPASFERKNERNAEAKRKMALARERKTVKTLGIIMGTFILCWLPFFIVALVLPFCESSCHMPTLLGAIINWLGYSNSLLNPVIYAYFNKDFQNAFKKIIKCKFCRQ
HTR1E agonist: activates the human 5-HT1E serotonin receptor. actives 0.69% (n = 65,000). P28566. CHO 5-HT1E Ga15 NFAT-bla reporter, FRET; 0% DMSO wells, 100% control agonist wells. AID 574. activation, % at 6 µM;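 active = activation above a set limit, the screen-wide mean activation plus 3 SD, cut at about 8.5% in these data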;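 note: 100% = positive control agonist at 1 µM giving full maximal response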
HTR1E antagonist: blocks the human 5-HT1E serotonin receptor. AID 571. P28566. CHO 5-HT1E Ga15 NFAT-bla reporter, FRET, antagonist. actives 0.99% (n = 65,000). inhibition, % at 6 µM;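 active = inhibition above a set limit, the mean inhibition across every tested compound plus 3 SD, cut at about 29% in these data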;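 note: signal is the 460 over 535 nm emission ratio of beta-lactamase substrate; 0% = agonist plus DMSO wells and 100% = wells without agonist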
Fluor 339 460: intrinsic fluorescence of library compounds, ex339/em460 – biochemical, MLSMR library, data from DPM-DC assay, artefact control, profiling panel; compound autofluorescence, ex339/em460 nm, NADH buffer; stronger effect = higher value; 1 = no-compound wells, NADH background; fluorescence fold increase at 10 µM; actives 5.5% (n = 65,000);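 active = at 10 µM, mean starting fluorescence two-fold or more over control wells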;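 note: signal is the first read of a kinetic run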
* hit, by the source's call; i = inactive; · = not tested or not shown; [ ] = remark or other dose. Rows are unselected; overall some 8.5% were active at least once.

Abs 340nm,HER2 expr 66K,S1P3 ag,S1P1 ag-PAM,MMP13 inh,5-HT1A blocker,HTR1E agonist,HTR1E antagonist,Fluor 339 460,SMILES
1.02,83.4,-1.7,8.0,3.4,2.6,-0.1,-1.4,1.08,CCCOc1ccc(C(=O)Nc2ccc(N3CCN(C(C)=O)CC3)cc2)cc1
1.02,109.0,-0.7,6.2,3.5,-0.3,-0.9,0.7,1.07,CCOC(=O)c1cc(C)n(-n2cnnc2)c1C
1.01,96.0,-0.6,56.5*,3.3,26.9,-0.1,9.5,1.03,CCc1ccc(N(CC)c2ncnc3nc[nH]c23)cc1
1.01,84.8,-1.2,-16.0,-33.6,-22.1,1.5,-10.6,2.98*,Cc1cc(C)c(C#N)c(SCC(=O)CC(=O)OC(C)C)n1
1.01,104.7,-1.3,-9.5,6.1,·,1.9,-1.9,1.03,Brc1ccc(-c2cnnc(N3CCCC3)n2)cc1
0.98,104.1,0.3,-5.5,-0.5,-13.6,0.3,-4.8,1.05,O=S(=O)(c1cccc2nsnc12)N1CCOCC1
1.06,83.4,0.3,·,3.9,-10.8,-0.7,11.8,2.3*,O=c1[nH]c(-c2ccc(Cl)cc2)nc2c1cnn2-c1ccccc1
1.03,90.7,-1.3,-7.5,0.2,8.0,-0.3,-1.8,1.07,O=S(=O)(NCCSc1ccc(Cl)cc1)c1ccc2c(c1)OCCO2
1.09,83.5,-1.7,-7.8,-93.0[fluorescence artefact?],13.6,-0.5,11.0,2.12*,c1ccc2sc(-c3ccc4c(c3)OCO4)nc2c1
1.03,96.6,-0.7,-3.3,7.3,-1.3,1.6,-13.6,1.07,CCOC(=O)CCSCC(=O)Nc1nnc(C)s1
1.01,97.2,·,·,1.8,31.3,-1.2,3.6,1.09,O=C(CC1CCCCC1)Nc1c2c(nn1-c1ccc(F)cc1)CS(=O)(=O)C2
1.02,120.9,-0.5,0.9,0.3,0.0,-0.2,5.0,1.11,C=CCNC(=O)C1CC(=O)N(c2ccc(OCC(=O)NCc3ccccc3)cc2)C1 (configuration not stated)

The closing six compounds of the part above open the next one.
Abs 340nm,HER2 expr 66K,S1P3 ag,S1P1 ag-PAM,MMP13 inh,5-HT1A blocker,HTR1E agonist,HTR1E antagonist,Fluor 339 460,SMILES
1.06,83.4,0.3,·,3.9,-10.8,-0.7,11.8,2.3*,O=c1[nH]c(-c2ccc(Cl)cc2)nc2c1cnn2-c1ccccc1
1.03,90.7,-1.3,-7.5,0.2,8.0,-0.3,-1.8,1.07,O=S(=O)(NCCSc1ccc(Cl)cc1)c1ccc2c(c1)OCCO2
1.09,83.5,-1.7,-7.8,-93.0[fluorescence artefact?],13.6,-0.5,11.0,2.12*,c1ccc2sc(-c3ccc4c(c3)OCO4)nc2c1
1.03,96.6,-0.7,-3.3,7.3,-1.3,1.6,-13.6,1.07,CCOC(=O)CCSCC(=O)Nc1nnc(C)s1
1.01,97.2,·,·,1.8,31.3,-1.2,3.6,1.09,O=C(CC1CCCCC1)Nc1c2c(nn1-c1ccc(F)cc1)CS(=O)(=O)C2
1.02,120.9,-0.5,0.9,0.3,0.0,-0.2,5.0,1.11,C=CCNC(=O)C1CC(=O)N(c2ccc(OCC(=O)NCc3ccccc3)cc2)C1 (configuration not stated)
1,84.8,·,·,-31.7,-7.7,0.0,7.2,2.02*,Cc1csc2nc3ccccc3c(=O)n12
1.05,99.5,0.2,-2.1,-4.2,1.4,0.1,1.9,2.1*,CCOC(=O)c1ccc(COC(=O)c2cc(=O)[nH]c3ccccc23)o1
1.06,75.0,-0.8,12.7,-1.8,8.5,-1.6,-1.3,1.34,COc1ccccc1C1C(C(=O)NCc2ccccc2)=C(C)Nc2ncnn21 (configuration not stated)
0.99,53.0,-0.2,-1.5,0.1,5.3,-0.9,-2.4,0.97,COCCn1c(SCC(=O)Nc2nnc(C)s2)nnc1-c1ccncc1
1.05,118.5,·,·,2.9,-1.4,-0.1,0.1,1.28,Cc1oc2cc(OCC(=O)O)ccc2c(=O)c1Oc1ccccc1
1,82.1,-0.9,41.8,-11.9,5.2,1.0,3.5,1.02,CCN(CC)C(=O)c1ccc(CS(=O)(=O)c2ccc(OC)cc2)o1
1.09,85.8,-0.1,-0.4,i[fluorescence artefact?],-13.3,-0.2,0.0,2.29*,N#Cc1nc(-c2cccs2)oc1N1CCOCC1
1.08,97.7,0.3,-3.0,4.8,7.3,0.2,4.3,1.1,COC(=O)c1ccc2c(=O)n(CCN3CCOCC3)c(SCC(=O)NC3CCCCC3)nc2c1
1.1,81.7,-0.5,-7.8,-3.2,-3.5,0.6,6.5,1.14,CCC1CCCCN1C(=O)c1cc2cc(Br)ccc2oc1=O (configuration not stated)
0.97,91.6,·,·,4.9,-13.3,0.6,-12.2,1.02,O=C(Cn1c(=O)[nH]c2ccsc2c1=O)N1CCN(c2ccc(F)cc2)CC1
1.02,79.2,0.1,-17.4,2.1,-7.5,-0.6,-4.6,1.12,CCCCNC(=O)Cn1cnc2c(cnn2-c2ccc(C)c(C)c2)c1=O
1.02,75.6,0.2,·,-3.0,-6.3,0.1,-3.9,1.19,O=C1CC(NCc2ccco2)C(=O)N1CCc1ccccc1 (configuration not stated)
0.97,111.1,·,·,0.6,-9.9,2.3,-13.2,0.99,Cc1c(C(=O)NC2CCCc3ccccc32)oc2ccc(S(=O)(=O)N3CCOCC3)cc12 (configuration not stated)
1.01,106.6,-1.1,-5.3,-1.4,-7.2,10.3*,-1.0,1.09,C=CCC(NCCCO)c1cccc(OC)c1OC (configuration not stated)
1.01,99.8,-0.6,-23.5,-59.6[fluorescence artefact?],-16.8,-0.1,3.1,2.62*,COC(=O)c1oc2ccc(OC)cc2c1N
1.03,78.8,-1.6,-8.7,-2.3,4.4,-0.7,6.8,1.13,Cc1[nH]nc(N=CC2=C(O)CC(C)(C)CC2=O)c1-c1ccc(Cl)cc1
0.98,94.9,-0.9,-8.4,2.9,4.9,0.0,2.8,1.01,O=C(CSc1nnc(SCc2ccc(Cl)cc2)s1)N1CCN(C(=O)c2ccco2)CC1
1.05,115.1,-1.0,7.2,-0.8,-2.4,-0.2,9.1,1.14,COC(=O)c1ccc(NC(=O)COc2ccc(S(=O)(=O)NC(C)C)cc2)cc1
1.02,79.6,·,·,4.3,11.1,-1.5,-0.8,1.12,O=C(Cc1cccs1)Nc1ccc(NC(=O)c2ccco2)cc1
1.02,130.3,-1.6,-4.8,5.0,15.2,-1.5,-6.5,1.04,O=C(NC(C(=O)c1ccccc1)N1CCOCC1)c1cccs1 (configuration not stated)
0.97,96.7,-1.0,-0.3,-0.4,-8.8,1.3,-8.1,1.08,COc1ccc(-c2nnc(SCC(=O)NCc3ccco3)n2C)cc1
1.06,102.8,-0.2,1.3,7.0,6.9,-0.4,0.1,1.05,COc1ccc(-c2c(C)n([O-])c(C)c(C)[n+]2=O)cc1OC
1.05,121.0,0.0,-27.8,-0.9,-6.8,2.7,3.9,1.14,CCOC(=O)c1c(N)c(C#N)c2n1CCCCC2
1.03,59.5,-3.2,6.6,-2.8,·,0.6,-4.8,1.22,COCCOC(=O)C1=C(C)NC(SCC(=O)NC(C)(C)C)=C(C#N)C1c1ccco1 (configuration not stated)
1.01,71.9,-1.2,4.8,4.9,34.4,-0.1,0.7,1.11,COc1cc(Cl)c(C)cc1NC(=O)CSc1nnc(-c2ccccn2)n1Cc1ccco1
1.01,114.9,-0.1,0.9,4.8,15.5,-0.1,0.5,1.03,COC(=O)c1ccc(COc2ncnc3c(Cl)cc(Cl)cc23)o1
0.98,40.5,-0.4,12.6,-2.1,-13.5,0.1,-11.9,1.08,COc1ccccc1CNC(=O)C1CCN(Cc2nc(-c3ccc(Cl)cc3)oc2C)CC1
1.03,89.2,·,·,-4.1,-2.0,-1.2,-5.6,1.07,CCn1c(C(O)c2ccc(C)cc2)nc2ccccc21 (configuration not stated)
1.03,93.9,-1.5,2.3,-7.5,2.7,0.0,15.0,1.17,CC(C)C(=O)Nc1cccc2nsnc12
0.98,105.5,-1.0,-16.1,-13.6,-2.7,0.4,6.3,1.31,COC(=O)c1cc(OC)c(OC)cc1NC(=O)CC1CCCCC1
0.99,87.4,-0.4,-9.1,9.2,3.2,-0.6,5.8,1.02,Cc1ccc(S(=O)(=O)Nc2ccc(S(=O)(=O)N3CCCC3)cc2)cc1
1.02,153.7,-0.7,-17.2,1.5,-14.1,0.7,-6.0,1.13,COc1ccc(C2NCCO2)cc1OC (configuration not stated)
1.04,72.9,-1.4,-23.4,0.8,2.9,0.3,7.0,1.15,CC1CC(C)CN(CCCNC(=O)C2CCCN(c3nnc(N4CCCC4=O)s3)C2)C1 (configuration not stated)
1.02,96.2,-0.6,8.7,0.3,5.7,-0.1,3.2,1.12,O=C(NCCCn1ccnc1)Nc1ccc(Cl)c(Cl)c1
1.04,107.5,1.7,-15.9,1.3,-3.1,-0.5,11.3,1.06,C=CCn1c(SC2CCOC2=O)nc2scc(C3CC3)c2c1=O (configuration not stated)
1,86.4,0.4,-17.2,-12.6,-2.7,0.9,1.4,1.09,CC(=O)Nc1ccc(S(=O)(=O)N(Cc2ccco2)CC2CCCO2)cc1 (configuration not stated)
1.03,72.6,-1.5,-1.8,-0.4,34.3,-0.3,7.8,1.13,Cc1ccc(NCc2nnc(SCc3ccc(C#N)cc3)n2Cc2ccco2)c(C)c1
1,88.2,0.0,19.8,-6.2,-17.9,1.0,-1.1,1.08,Cc1ccc(S(=O)(=O)NCc2ccc(C(=O)N3CCN(c4ccccn4)CC3)cc2)cc1
1.03,101.6,-0.4,-6.4,2.0,-5.4,-0.5,6.0,1.23,O=C(Cc1ccccc1)Nc1nc2ccccc2[nH]1
1.08,100.4,0.5,-12.5,0.4,0.7,-0.5,0.1,1.13,Cc1nnc(SCC(=O)N2CCN(S(=O)(=O)c3ccccc3)CC2)n1Cc1ccccc1
1.02,91.0,-0.3,·,0.9,1.8,0.1,-7.5,1.06,CC(Oc1ccc(Cl)cc1Cl)C(=O)Nc1ccc(N2CCN(C)CC2)cc1 (configuration not stated)
1.04,116.0,0.5,-28.0,-1.9,-2.1,0.0,-5.1,1.1,CCn1c(Cc2c(C)[nH]c3ccccc23)nnc1SCC(N)=O
0.99,114.6,-1.3,-8.3,-2.7,7.9,0.1,4.2,1.02,O=C(NC1CCCCC1)C1CCCN(c2nnnn2-c2ccccc2)C1 (configuration not stated)
1.04,91.5,·,·,4.7,9.5,0.2,-2.0,1.08,Cc1noc(C)c1S(=O)(=O)N1CCC(C(=O)NC2CCCc3ccccc32)CC1 (configuration not stated)
1.04,92.8,-1.0,-17.6,1.9,-2.9,-0.6,5.8,1.06,CCSC1=C(C#N)C(c2cccc(Br)c2)CC(=O)N1 (configuration not stated)
